Assay outcomes deposited in PubChem BioAssay by several laboratories.
GALR2 antag – GALR2 (human) receptor antagonism; inhibition, % at 4 µM; GALR2-expressing cells, antagonist mode; hit rate 0.39% among 140,000; in the data active = inhibition above about 27%;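 note: cells stimulated with galanin 1-16 at roughly its EC80; 0% = agonist challenge control and 100% = basal control without agonist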
Target sequence (O43603 whole entry, looked up): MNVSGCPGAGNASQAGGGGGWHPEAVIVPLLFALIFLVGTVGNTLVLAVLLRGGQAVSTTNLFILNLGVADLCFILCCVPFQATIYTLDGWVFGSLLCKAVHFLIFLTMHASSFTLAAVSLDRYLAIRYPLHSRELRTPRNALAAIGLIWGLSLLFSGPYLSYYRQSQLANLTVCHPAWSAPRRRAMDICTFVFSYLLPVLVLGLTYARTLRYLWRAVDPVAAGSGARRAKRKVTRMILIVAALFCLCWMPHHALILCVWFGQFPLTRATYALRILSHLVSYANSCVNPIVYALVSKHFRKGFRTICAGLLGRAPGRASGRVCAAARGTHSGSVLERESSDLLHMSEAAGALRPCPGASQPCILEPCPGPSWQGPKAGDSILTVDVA
bCat KO growth – beta-catenin-lacking colon tumor cell growth suppression; HCT116 beta-catenin knockout viability, CellTiter-Glo, 60 h; hits give low values; viability, % at 10 µM; hit rate 1.5% among 140,000; AID 818;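 active = viability at or under a set limit, the compound median less 4 SD, cut at about 6% in these data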;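 note: 0% = Hyamine 1622 control at 20 µM and 100% = untreated cell control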
MRP-1 activ – MRP-1 activation. H69AR cells + doxorubicin, viability rescue, CellTiter-Glo. viability increase, % at 10 µM. hit rate 0.61% among 140,000. AID 799;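 active = viability gain under doxorubicin at or above a set limit, the compound median plus 3 SD, cut at about 4.7% in these data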;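 note: MRP-1 overexpressing cells given doxorubicin 25 µM after compound pretreatment; 18-22 h compound pretreatment then 72 h with doxorubicin before readout; 0% = doxorubicin-only wells and 100% = vehicle-treated cells without doxorubicin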
NPY-Y2 antag – blocks the human neuropeptide Y Y2 receptor | NPY-Y2 expressing cells, antagonist mode | P49146 | AID 793 | inhibition, % at 2.7 µM | hit rate 0.99% among 140,000; in the data active = inhibition above about 17%;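 note: 0% = vehicle with agonist challenge and 100% = reference antagonist with challenge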
Target sequence (P49146 whole entry, looked up): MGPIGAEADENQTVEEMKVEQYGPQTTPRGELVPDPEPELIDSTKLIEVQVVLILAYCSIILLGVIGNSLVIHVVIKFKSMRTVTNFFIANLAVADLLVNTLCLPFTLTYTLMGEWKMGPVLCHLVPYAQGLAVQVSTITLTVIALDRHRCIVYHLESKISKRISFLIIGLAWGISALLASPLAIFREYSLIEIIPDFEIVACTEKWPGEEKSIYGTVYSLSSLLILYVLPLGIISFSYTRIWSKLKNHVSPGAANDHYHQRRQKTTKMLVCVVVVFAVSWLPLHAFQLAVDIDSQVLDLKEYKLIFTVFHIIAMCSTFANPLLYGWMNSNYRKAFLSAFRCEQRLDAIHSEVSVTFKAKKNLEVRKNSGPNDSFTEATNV
BB579 growth dn – chemicals that inhibit yeast BB579 growth in restrictive medium (lifespan-shortening candidates); S. cerevisiae BB579 growth, OD615, 48 h; inhibition, % at 10 µM; hit rate 0.51% among 140,000; AID 804;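 active = inhibition above a set limit, 3 SD over the mean compound inhibition, cut at about 44% in these data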; note: inactives centre near -24
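test system = yeast BB579 (DeaD) | buffer or medium = restrictive CSMM-D medium | doses = single compound dose of 10 µM, 0.25% DMSO final | times = 4 h preincubation and 48 h exposure at 30 °C | technique = culture absorbance at 615 nm | benchmarks = amphotericin B 10 µg/mL, positive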
Yeast life ext – yeast lifespan extension; hit rate 0.68% among 130,000; S. cerevisiae growth with nicotinamide, OD615; deaD strain in restrictive glucose medium; AID 775; inhibition of the nicotinamide effect, % at 10 µM;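 active = inhibition above a set limit, placed 3 SD over the median of all compounds, cut at about 26% in these data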;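 note: 0% = nicotinamide-treated wells and 100% = cells grown without nicotinamide; some compounds called inactive have numbers as strong as hits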
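Buffer or medium: CSMM-D glucose medium, restrictive; test system: modified budding yeast, DeaD strain; compound: single dose 10 µM compound, 0.25% DMSO; schedule: culture preincubation 4 h, compound exposure 48 h, both 30 °C; detection: optical density (absorbance) at 615 nm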
Phagocyt inh – macrophage phagocytosis inhibition; J774A.1 macrophage IgG-bead phagocytosis, imaging; inhibition, % at 5 µM; hit rate 0.07% among 110,000; AID 1029;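 active = inhibition above the mean of the plate negative controls plus 5 SD, cut at about 13% in these data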;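 note: phagocytic index as fraction of beads internalized from green versus red external bead signal; plate controls were DMSO negative control for no effect and cytochalasin-D positive control for full effect; some results beyond the cut were filed as inactive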
PTEN del growth – suppresses growth of cells with PTEN deletion. hit rate 1.2% among 140,000. viability, % at 10 µM. HCT116 PTEN-null viability, CellTiter-Glo, 60 h; hits give low values. AID 827;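 active = viability at or below a set limit, 4 SD under the median of all tested compounds, cut at about 3.7% in these data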;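 note: PTEN knockout HCT116 line with beta catenin targeted HCT116 as companion control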
Measles CPE – protection of cells from measles virus; hit rate 1.5% among 140,000; Measles virus-infected cells, CPE protection, absorbance; protection (pct of control), % at 4 µM; AID 841; in the data active = protection mostly above about 24%, no sharp cut-off; inactive = mostly below about 26%; note: some compounds called inactive have numbers as strong as hits
E-sel TNF inh – TNF alpha driven E-selectin expression inhibition; HUVEC TNFa-induced E-selectin immunofluorescence, high content; inhibition, % at 2 µM; hit rate 0.71% among 120,000; AID 1246;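 active = inhibition above the batch mean plus 3 SD, and confirmed as a hit on visual image review, cut at about 43% in these data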;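 note: 0% = TNF-stimulated DMSO wells and 100% = unstimulated control wells; not every result past the cut was called active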
Starred values were filed as active, the others as inactive; . = not tested or not shown; & = joins results of further samples.

SMILES	GALR2 antag	bCat KO growth	MRP-1 activ	NPY-Y2 antag	BB579 growth dn	Yeast life ext	Phagocyt inh	PTEN del growth	Measles CPE	E-sel TNF inh
COc1cc2cc(C#N)c(SCC(=O)N3CCOCC3)nc2cc1OC	-23	96	-2.9	1	-28	.	.	93	3	-5
COc1ccc(-n2cnnc2SCC(=O)N(C)C2CCS(=O)(=O)C2)cc1 (stereo unspecified)	-7	99	-0.3	1	-15	20	0	117	8	-32
O=C(CS(=O)(=O)c1cccc(Cl)c1)Nc1ccccc1Cl	-12	98	-1.3	0	6	-5	.	86	5	14
CCC(C)NC(=O)CSc1ccc(NC(C)=O)cc1 (stereo unspecified)	0	96	-1.5	-3	-10	-16	1	105	14	.
Cc1ccc(C(=O)c2c(NC(=O)c3ccccc3)sc(C)c2C)cc1	-2	91	0.6	8	2	-11	.	81	16	-26
COc1ccc(NC(=O)N2CCN(c3cccc(C(F)(F)F)c3)CC2)cc1OC	6	96	-0.4	6	-34	-11	0	88	5	10
Cc1ccc(NC(=O)NNC(=O)C2CC(c3cccnc3)=NO2)cc1 (stereo unspecified)	-2	96	-1.1	-1	-42	-7	-2	97	0	-18
O=c1c2c([nH]c3ccccc13)CCCCCC2	4	87	-1.1	1	-6	-15	-3	83	12	20
Cc1cc(CN2CCOCC2)c(O)c(C2(C)CCCCC2)c1	-16	80	-2.5	5	1	1	-1	86	10	-16
COc1cc(OC)c(C2C(C#N)=C(N)OC3=C2C(=O)CC(C)(C)C3)cc1OC (stereo unspecified)	-2	88	-3.5	6	-14	-3	2	90	4	0
Cc1ccc(-c2nn(-c3ccccc3)cc2CO)o1	-1	94	-1.9	-3	-61	.	.	96	17	-14
Cn1c(-[n+]2c(-c3ccccc3)cc(-c3ccccc3)cc2-c2ccccc2)nc2cc([N+](=O)[O-])ccc21	-8	35	-3.1	8	-22	5	-1	29	4	.
CNc1ncc(C(=O)c2ccc(Cl)c(Cl)c2)s1	-5	86	-2.8	-2	-8	-14	.	88	13	21
NS(=O)(=O)c1ccc(CCNC(=O)C(=O)c2c[nH]c3ccccc23)cc1	0	88	-2.6	1	-20	0	-3	92	24	-6
C/C(=N/NC(=O)c1ccc(Cl)s1)c1ccc(NC(=O)COc2ccc(Cl)cc2)cc1	10	35	-2.3	2	-68	-12	0	23	5	48
Cc1nnc(NCc2ccncc2)c2ccccc12	-5	87	-1.1	1	-14	-6	.	90	12	-8
COc1ccc(CCNc2cc(C)nc3c(-c4ccccc4)c(C)nn23)cc1OC	1	71	-3.0	1	-47	-4	-8	65	14	.
CCn1c(-c2cc(-c3cc(OC)ccc3OC)nc3ccccc23)n[nH]c1=S	7	83	-0.8	3	-35	-8	-1	89	19	23
O=C(c1cccc(Br)c1)N1CCN(C(=O)N2CCOCC2)CC1	-14	86	-1.4	2	-11	.	.	98	0	3
Cc1nc(NCCN2CCOCC2)c2nnn(Cc3ccccc3Cl)c2n1	-4	97	-1.4	3	-33	-10	7	98	17	-28
CCN(CC)C(=O)C1CCC(C)(C(=O)O)C1(C)C (stereo unspecified)	-5	102	0.6	4	-15	-6	2	110	3	-8
CCSc1nnc(NC(=O)c2nc(-c3ccccc3)n(-c3ccccc3)n2)s1	-8	93	-1.4	4	-22	-4	1	95	4	.
O=C(Nc1nc(-c2nc3ccccc3s2)cs1)C1CC1	11	91	-2.0	2	-22	-4	-2	87	6	-24
O=C(N1CCN(c2ccc(F)cc2)CC1)C12CC3CC(CC(C3)C1)C2	-4	80	-0.1	3	3	-10	-3	80	4	-12
COc1ccc(Nc2nc3ccccc3nc2C)cc1	14	83	0.1	1	-32	-19	1	82	3	.
CCNC(=S)N/N=C/c1c(C)nn(-c2cccc(Cl)c2)c1Cl	-12	90	-2.2	9	-30	0	-3	90	1	.
CCCCCCn1c(CN2CCCC(C)C2)nc2c1c(=O)n(C)c(=O)n2C (stereo unspecified)	-4	70	0.2	3	-8	-2	-1	65	3	-5
CCCNC1=CC(=O)CC(C)(C)C1	2	92	-0.2	3	-19	-1	-2	98	7	9
Cc1cc(Cl)c(OCCCn2ccnc2)c(Br)c1	-2	80	0.9	5	-20	4	-5	99	4	5
CC(=O)Nc1ccc(S(=O)(=O)N2CCNC(=O)CC2)cc1	-7	105	-1.0	-1	-24	-10	0	99	9	12
CN(Cc1ccccc1)C(=O)c1ccc([N+](=O)[O-])o1	2	48	-4.6	3	11	25	5	35	4	.
CCOc1ccccc1N1CCN(C(=O)CCCc2nc3ccccc3s2)CC1	-2	85	-0.7	9	-31	2	-12	74	9	.
CCCc1cc(=O)[nH]c(SCC(=O)c2cc(C)n(C)c2C)n1	-4	95	-0.4	19*	-16	-8	-1	103	8	-1
COc1ccccc1CNC(=O)CCNC(=O)Cn1cnc2ccccc2c1=O	-10	74	-2.2	6	-2	-7	-4	89	16	.
C=CCn1c(SCC(=O)NC2CCS(=O)(=O)C2)nc2sc(CC)cc2c1=O (stereo unspecified)	-11	92	-1.9	-2	-53	-12	-1	91	4	6
COc1cc(/C=N/n2c(C)nnc2C)cc(OC)c1OC	5	102	-0.9	0	-38	-12	0	96	5	-15
CS(=O)(=O)Nc1ccccc1C(=O)Nc1cccc(Cl)c1	2	71	-0.9	3	7	-16	0	61	3	-11
CC(=O)N(c1ccc(Cl)cc1)c1c[nH]c2ccccc12	0	82	-2.2	0	-37	-10	-1	79	4	.
O=C1c2cnc3nc(SCc4ccc(Cl)cc4)nn3c2CC2c3ccccc3CCN12 (stereo unspecified)	8	66	1.3	16	-25	-2	0	53	6	21
Cc1c(Cl)cnc(NC(=O)CSc2nnc(C)n2Cc2ccccc2)c1Cl	-5	102	-0.3	1	5	-13	0	104&94	3	-5

One compound at a time (already shown). Values in the order: GALR2 antag, bCat KO growth, MRP-1 activ, NPY-Y2 antag, BB579 growth dn, Yeast life ext, Phagocyt inh, PTEN del growth, Measles CPE, E-sel TNF inh
Shown for `COc1ccccc1CNC(=O)CCNC(=O)Cn1cnc2ccccc2c1=O` = -10, 74, -2.2, 6, -2, -7, -4, 89, 16, .
Shown for `CC(=O)N(c1ccc(Cl)cc1)c1c[nH]c2ccccc12` = 0, 82, -2.2, 0, -37, -10, -1, 79, 4, .

More compounds:
SMILES	GALR2 antag	bCat KO growth	MRP-1 activ	NPY-Y2 antag	BB579 growth dn	Yeast life ext	Phagocyt inh	PTEN del growth	Measles CPE	E-sel TNF inh
Cc1ccccc1N=C1NC(=O)CS1	-5	102	0.0	4	-46	0	0	100	43	-9
CC(C)c1nn2c(=O)cc(O)nc2s1	1	99	-0.6	4	-29	0	-11	107	26	.
CC(C)CNC(=O)c1c(N)n(/N=C/c2ccccn2)c2nc3ccccc3nc12	-13	105	5.1*	3	-33	-8	-5	74	6	15
COc1cccc(NC(=O)N(Cc2cc3cc(C)cc(C)c3[nH]c2=O)CC2COCCO2)c1 (stereo unspecified)	0	51	-2.8	2	-34	-14	-1	58	7	-14
CCC(=O)Nc1c(C)cc(C)cc1Cl	-5	89	-0.5	4	-48	-4	-1	106&89	4	-7
COCCNC(=O)C(c1ccccc1C)N(C(=O)Cn1nnc2ccccc21)c1cccnc1 (stereo unspecified)	3	78	0.2	5	-17	.	.	90	4	-9
COC(=O)Oc1ccc(/C=C/C(=O)OC(C)C)cc1OC(=O)OC	-11	81	-2.4	2	-21	-5	-8	78	13	24
CCN(CC)c1ccc(-c2nn3c(-c4n[nH]c5c4CCC5)nnc3s2)cc1	4	12	-3.7	5	-51	-14	.	16	2	3
c1ccc(-n2nnnc2N2CCOCC2)cc1	-11	96	-1.6	1	-10	-7	1	100	9	.
CCOC(=O)c1nn(-c2ccccc2)c2nnc(Cc3ccc(C)cc3)c(=O)n12	0	96	0.8	2	-17	10	-3	100	19	.
Cc1ccc(S(=O)(=O)N2CCCC2C(=O)OCc2nc3ccccc3s2)cc1 (stereo unspecified)	-9	84	-1.4	5	-80	7	-4	84	11	-17
O=S(=O)(c1ccc(Cl)cc1)N1CCN(C2CCN(Cc3ccccc3)CC2)CC1	-8	79	-2.1	7	-15	1	.	76	3	-30
CCN1CCc2c(sc(NC(=S)NC(=O)c3ccccc3)c2C#N)C1	-2	90	-1.7	-1	-22	-23	.	99	1	22
Cc1[nH]n(-c2ccccc2)c(=S)c1C=NCCCN=Cc1c(C)[nH]n(-c2ccccc2)c1=S	-6	71	0.7	-1	-15	2	-2	71	9	7
CC(C)(C)c1ccc(OCC(=O)N/N=C/c2ccc(N3CCOCC3)cc2)cc1	7	86	-2.5	-1	-40	4	-4	71	7	23
COc1ccccc1CCNC(=O)C1CCCO1 (stereo unspecified)	-4	89	-1.0	4	-40	-16	1	87	11	4
CCn1c(COc2cccc(OC)c2)nnc1SCC(=O)N1CCOCC1	-2	93	-1.2	1	-5	-14	-2	83	12	.
Cc1ccc(C(=O)Oc2oc(-c3ccccc3)nc2C=Nc2ccc(N(C)C)cc2)cc1	1	81	-1.2	2	-14	2	16	68	8	.
Cc1nnc(NC(=O)c2ccc3ccccc3c2)o1	15	78	-3.5	1	20	-13	-1	68	6	.
NC(=O)C1(N2CCCCC2)CCN(C(=O)c2cccs2)CC1	-1	90	-1.3	5	-35	-2	-1	91	16	6
Cc1ccc(C)c(OCC(O)CN2CCC(C)CC2)c1C (stereo unspecified)	6	52	-3.8	5	-11	-11	0	56	13	-6
CCSc1nc(-c2ccc(OC)cc2)ccc1C#N	2	82	-3.7	5	-51	-15	-1	67	16	-5
Cc1sc2nc(C3CC3)nc(SCC(=O)N3CC(=O)Nc4ccccc43)c2c1C	-1	85	-0.8	2	-27	-21	.	77	16	2
Cn1c(=O)n(C)c2cc(NC(=O)C(F)(F)F)ccc21	7	96	-0.6	2	-12	-10	1	111	5	-3
Cc1cccc(C(=O)Nc2onc(C)c2C#N)c1	9	99	0.5	1	-14	26	.	98	11	29
CN(C)c1ccc(-c2nn3c(-c4ccc(Cl)cc4)nnc3s2)cc1	-1	97	-2.6	4	-32	-5	1	96	27	-15
Cc1ccc(S(=O)(=O)N(CC(=O)N/N=C/c2cccc(Cl)c2)c2cccc3cccnc23)cc1	-9	57	-3.9	2	-51	2	0	54	4	-11
O=C(CSc1nc2ccncc2[nH]1)Nc1ccccc1C(F)(F)F	8	91	-3.0	2	3	-17	1	88	7	.
CN(C)c1ncc(S(=O)(=O)c2ccc(Cl)cc2)c(-c2ccccc2)n1	1	69	-3.0	1	-33	-16	3	88	4	8
Cc1ccc(Cl)cc1N1CCN(C(=O)c2cn(C)c(=O)c3c2c2ccccc2n3C)CC1	-4	1.4*	-6.0	4	-35	-13	-1	1.3*	4	-15
O=C(COC(=O)CCCSc1nc2ccccc2[nH]1)Nc1ccc(Oc2ccccc2)cc1	2	98	-0.5	3	-12	5	2	93	14	30
COc1cc(/C=C(/C#N)c2ccccc2F)ccc1OCc1ccccc1	-7	75	2.5	9	-26	3	-4	86	35	13
COc1ccc(OCC(=O)OC(C)CN2CCOCC2)cc1 (stereo unspecified)	-19	94	0.0	5	-30	.	.	99	8	5
